# Screening data from PubChem BioAssay.
# DT40 TDP1 no CPT = qHTS for Inhibitors of human tyrosyl-DNA phosphodiesterase 1 (TDP1): qHTS in cells in absence of CPT; DT40 Tdp1-/- hTDP1 cells, no CPT, ATP luminescence, 48 h; Potency, µM (top dose mostly 46.2 µM), for the others: top-dose activity change, negative = growth inhibition, hits mostly inhibitors; 420,000 compounds, 15% hits; AID 686978, 2013; further: nearly all actives have a fitted effect of over 55% in size
#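 Luminescent ATP content (CellTiter-Glo) served as the growth readout. Knockout chicken DT40 cells expressing human TDP1 were exposed to compounds without camptothecin for a minimum 48 hr at 37 °C.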
# TDP1 block = TDP1 (human) enzyme inhibition. Q9NUW8. Potency, µM (highest dose often 130 µM), for inactives: top-dose activity change, negative = inhibition, usual class: inhibitors. 350,000 compounds, 0.28% hits. AID 485290. recombinant TDP1, AlphaScreen DNA substrate cleavage; further: nearly all actives have a fitted effect of over 40% in size
# Target sequence (Q9NUW8 whole entry, looked up): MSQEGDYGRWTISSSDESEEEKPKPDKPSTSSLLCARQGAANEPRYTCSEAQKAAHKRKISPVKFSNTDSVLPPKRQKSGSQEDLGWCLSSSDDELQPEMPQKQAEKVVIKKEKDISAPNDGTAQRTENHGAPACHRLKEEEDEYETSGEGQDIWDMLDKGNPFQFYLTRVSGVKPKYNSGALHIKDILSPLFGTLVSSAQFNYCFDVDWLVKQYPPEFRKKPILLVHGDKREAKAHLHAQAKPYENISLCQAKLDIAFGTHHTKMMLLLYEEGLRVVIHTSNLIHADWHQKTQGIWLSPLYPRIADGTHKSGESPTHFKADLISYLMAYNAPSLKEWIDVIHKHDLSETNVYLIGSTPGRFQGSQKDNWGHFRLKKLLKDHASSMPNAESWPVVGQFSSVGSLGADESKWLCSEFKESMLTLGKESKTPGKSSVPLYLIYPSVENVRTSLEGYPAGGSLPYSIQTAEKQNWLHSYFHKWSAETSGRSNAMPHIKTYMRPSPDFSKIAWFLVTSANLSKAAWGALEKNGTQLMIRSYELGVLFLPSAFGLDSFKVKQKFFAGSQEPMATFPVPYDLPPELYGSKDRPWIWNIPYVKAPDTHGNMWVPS
#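 Tdp1 1 nM final; 15 min RT w/ cpd; substrate 15 nM, 5 min; beads 10 ug/ml, 10 min; AlphaScreen read. Neg ctrl: no enzyme.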
# N370S GC = inhibitors or activators of N370S glucocerebrosidase for Gaucher disease. P04062. N370S GC spleen homogenate, 4MU-glucoside fluorescence. Potency, µM (top dose mostly 59.4 µM), for inactives: at the top dose activity change, negative = inhibition, usual class: inhibitors. 330,000 compounds, 0.092% hits. AID 2101;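 further: 0% = full enzyme activity and -100% = no enzyme basal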
# An asterisk follows results filed as active; u = inconclusive; x = not tested or not shown; & = joins results of further samples; [ ] = dose if it differs, or a comment. The call rests on the fitted dose curve; in most records, active means well fitted curve in the direction sought with a large enough effect; inconclusive means small, poorly fitted or top-dose-only effect, or another doubt; inactive means no such curve, though single readings can be large; an effect the other way counts as inactive or inconclusive. Unless noted, on the % scale 0 is the no-effect control and ±100 the full control effect; potency means the concentration at half of the fitted maximal effect. Some of the compounds tested; count on the stated rates, not on these rows.
# Start of the data: the first seven compounds, to show the layout:
SMILES,DT40 TDP1 no CPT,TDP1 block,N370S GC
COc1ccccc1NC(=O)Cn1cnc2sc(C)c(S(=O)(=O)N3CCCCC3)c2c1=O,-5%,-3%,4%
COc1cccc(NC(=O)CCN2CCOCC2)c1,-14%,-5%,2%
COC(=O)Cn1c(=O)c(C)nc2ccccc21,0%,6%,-7%
O=C(NCc1cccc(F)c1)c1cccc(OC2CCN(C(=O)C3CC3)CC2)c1,18µM*,2%,0%
C=CCNC(=O)c1cc(-c2ccc(Br)cc2)on1,-18%,0%,5%
CCOC(=O)C1(Cc2cccc(OC)c2)CCCN(S(=O)(=O)N(C)C)C1 (stereo not drawn),-12%,x,-13%
CCOc1ccc(N(CC(=O)Nc2ccccc2OC)S(C)(=O)=O)cc1,u,x,-1%

# Results, from the first entry:
SMILES,DT40 TDP1 no CPT,TDP1 block,N370S GC
COc1ccccc1NC(=O)Cn1cnc2sc(C)c(S(=O)(=O)N3CCCCC3)c2c1=O,-5%,-3%,4%
COc1cccc(NC(=O)CCN2CCOCC2)c1,-14%,-5%,2%
COC(=O)Cn1c(=O)c(C)nc2ccccc21,0%,6%,-7%
O=C(NCc1cccc(F)c1)c1cccc(OC2CCN(C(=O)C3CC3)CC2)c1,18µM*,2%,0%
C=CCNC(=O)c1cc(-c2ccc(Br)cc2)on1,-18%,0%,5%
CCOC(=O)C1(Cc2cccc(OC)c2)CCCN(S(=O)(=O)N(C)C)C1 (stereo not drawn),-12%,x,-13%
CCOc1ccc(N(CC(=O)Nc2ccccc2OC)S(C)(=O)=O)cc1,u,x,-1%
Cc1noc(C)c1COc1ccccc1C(=O)N(C)CC(=O)Nc1ccc(Cl)c(Cl)c1,u,x,-6%
COC(=O)CN(C#N)c1nc(NC(C)C)nc(OC)n1,-13%,2%,-1%
O=C1N=NC(=O)N1c1ccccc1,7%,x,2%
O=C(NCCCN1CCOCC1)c1cc(S(=O)(=O)N2CCOCC2)ccc1Cl,3%,0%,x
Cc1nn(C(C)C(=O)NC2CCCCCC2)c(=O)c2nn(-c3ccccc3)c(C)c12 (stereo not drawn),3%,2%,-3%
CC1(C)CC(N=c2cc(-c3ccccc3)oc3ccc(Cl)cc23)CC(C)(C)N1,5.8µM*,2%,-15%
CCCOC(=O)Nc1nc2ccccc2o1,u,3%,2%
N#Cc1nc(-c2cccs2)oc1NCCN1CCOCC1,-19%,10%,2%
COc1ccc(C(CCN(Cc2ccc(OC)c(OC)c2)C(C)=O)C(C)C)cc1 (stereo not drawn),u,x,-8%
COc1ccc2c(c1)-c1nc(NC(=O)c3cc(OC)c(OC)c(OC)c3)sc1CC2,18µM*,8%,x
CC(C)C1Oc2ccccc2N(CC(=O)N(Cc2ccncc2)Cc2ccco2)C1=O (stereo not drawn),-20%,-1%[56.1 µM],0%
Cc1cc(S(=O)(=O)NCc2ccc3c(c2)OCO3)ccc1F,4%,x,-16%
COc1ccc(-c2cc(=O)oc3cc(OCC(=O)NCCN4CCOCC4)ccc23)cc1,u,7%,-8%
S=c1[nH]nc(CSCc2ccccc2Cl)n1C1CCCCC1,u,8%,16%
CC(C)Cc1cc(C(=O)N2CCCC(C(=O)c3cc(F)ccc3F)C2)no1 (stereo not drawn),-24%,0%,2%
O=c1oc2ccccc2c(NC2CCCCC2)c1NS(=O)(=O)c1ccc(Cl)cc1,u,6%,7%
COc1ccc(NC(=O)Nc2ccc(C)cc2OC(F)F)cc1OC,21µM*,3%,-4%
CC(Cc1ccccn1)NC(=O)c1ccc(OC2CCN(CCc3ccccc3)CC2)cc1 (stereo not drawn),u,2%,-9%
Cc1c(Cl)cccc1NC(=O)c1ccc(NC(=O)N2CCSc3ncccc32)cc1,u,8%,x
COc1cccc(N2CCN(Cc3ccsc3)CC2)c1,u,2%,-8%
CCOC(=O)c1c(C)oc2ccc(OCC(=O)C(C)(C)C)cc12,u,x,14%
Cc1cc(C(=O)OCC(=O)NCc2ccccc2)c(C)o1,-2%,-3%,-14%
Cc1ccc(NC(=O)c2sc3ncn(CC(=O)N4CCN(c5ccccn5)CC4)c(=O)c3c2C)cc1Cl,15µM*,4%,-4%
CCC(C(=O)OCC(=O)Nc1ccc(SC(F)F)cc1)c1ccccc1 (stereo not drawn),0%,3%,5%
CCOC(=O)CC1=C(C(=O)OCC)C(c2ccc(OC)c(OC)c2)C(C#N)=C(N)O1 (stereo not drawn),-5%,4%,13%
CC(CCc1ccccc1)NC(=O)Cc1ccccc1 (stereo not drawn),3%,0%,3%
CCCCn1c(N)c(N(CCOC)C(=O)c2cnc(C)cn2)c(=O)[nH]c1=O,7%,-4%,-1%
O=C(Nc1ccc(N2CCOCC2)cc1N1CCOCC1)c1ccc(Br)cc1,-23%,3%,-2%
Cc1nc(-c2ccc(S(=O)(=O)Nc3ccc(Cl)c(C(F)(F)F)c3)cc2)co1,-9%,8%,x
COc1ccc(-c2cc(CNC(=O)CN(C)Cc3ccccc3)on2)cc1,u,4%,-26%
Cc1nc(N/N=C\c2ccc3c(c2)OCO3)sc1C,u,x,2%
NC(N)=NC(N)=Nc1ccccc1,5%&-19%&-10%&-26%,-3%,4%&-5%&4%&13%
CN(Cc1ccccc1)C(=O)COc1ccccc1,u,0%,5%
COc1cc(OC)cc(C(=O)N[C@H](C(=O)OCC(=O)Nc2ccc(C(N)=O)cc2)C(C)C)c1,-23%,3%,-1%
COc1ccc(NC(=O)C(=O)NCc2ccco2)c(OC)c1,-24%,-1%[12.3 µM],x
CCC1CCc2c(sc(NC(=O)C3c4ccccc4Oc4ccccc43)c2C(N)=O)C1 (stereo not drawn),u,2%,16%
CN(NC(=O)c1ccccc1F)c1ncccc1[N+](=O)[O-],-20%,0%,8%
CN(C)c1ccc(CNC(=O)c2ccccc2NC(=O)c2nsc3ccccc23)cc1,13µM*,3%,x
O=C(NCCCN1CCOCC1)c1cc(-c2ccc(Cl)s2)nc2ccccc12,u,x,u
CS(=O)c1ccccc1COC(=O)Nc1cccc(Cl)c1 (stereo not drawn),u,1%,-4%
Cc1ccc(OCC(=O)Nc2ccc3nc(SCC(=O)N4CCc5ccccc54)sc3c2)cc1,4%,2%,x
O=c1oc2cc(O[C@@H]3OC[C@@H](O)[C@H](O)[C@H]3O)ccc2c2ccccc12,-2%,x,-2%
COc1ccccc1NC(=O)C(C)N(C)CCOc1ccccc1 (stereo not drawn),u,1%,-13%

# Next part:
SMILES,DT40 TDP1 no CPT,TDP1 block,N370S GC
CCN(CC)S(=O)(=O)c1ccc2oc(C(=O)Nc3cc(C)ccc3OC)c(C)c2c1,u,5%,x
COc1ccc(-n2ncc(C(=O)NCCCN3CCCCC3)c2C2CCN(C(=O)OC(C)(C)C)CC2)cc1,18µM*,2%,x
O=C(CCc1ccccc1)NC(c1cccs1)c1cc(Cl)c2cccnc2c1O (stereo not drawn),4.1µM*,-5%,5%
CC(=O)Nc1ccc(S(=O)(=O)NCC(=O)OCC(=O)NC(=O)c2cccn2C)cc1,-2%,x,-15%
COC(=O)C(=Nc1ccccc1)/C(C(=O)C(=O)N(C)c1ccccc1)=C(\O)c1ccc(Cl)cc1,-1%,-7%,0%
CCC(=O)NCc1nc2ccccc2n1Cc1ccccc1,-15%,0%,x
COc1ccc(NC(=O)CSCC(=O)Nc2nnc(C3CC3)s2)cc1,-4%,x,-2%
CCN(CC)c1nn2c(=O)c(C(=O)NCCc3ccc(C)cc3)cnc2s1,u,2%,x
CCCN(CC(=O)Nc1ccccc1C)C(=O)c1ccc2ccccc2n1,u,-12%,-5%
CN1CC2(Cc3c1ccc1ccccc31)C(=O)OC(C)(C)OC2=O,u,3%&-1%,u
Cc1ccc(N=Nc2c(O)n(CN3CCOCC3)c3ccccc23)cc1,u,0%,19%
O=C(CSC1=NCCS1)N1CCCCCC1,-18%,0%,1%
CCOC(=O)C1(CCOc2ccccc2)CCN(Cc2cc(OC)cc(OC)c2)CC1,u,x,-18%
Cc1ccc(CN2CCN(/N=C/C=C/c3ccccc3[N+](=O)[O-])CC2)cc1,21µM*,12%,-9%
Cc1cc(NCc2ccccc2)nc(-c2ccccc2O)n1,u,-6%,-3%
COCC(C)NC(=O)/C(=C/c1ccccc1)c1ccccc1 (stereo not drawn),u,5%,21%
CCOc1nc(C)ccc1-c1noc(-c2ccco2)n1,-5%,-1%,1%
O=C(Cc1n[nH]c(=O)c2ccccc12)OCC(=O)c1ccc(OC(F)F)cc1OC(F)F,-16%,1%,-17%
COc1ccc(NC(=O)C2CCN(C(=O)N3CCOc4ccccc43)CC2)cc1,u,3%,x
Cc1onc(-c2ccccc2Cl)c1C(=O)NC(=S)Nc1ccccc1C(N)=O,u,2%,17%
COc1ccc(CC(NC(C)=O)C(=O)NC2CCN(c3c(Cc4ccccc4)c(C)nc4ncnn34)CC2)c(OC)c1 (stereo not drawn),u,3%,4%
COc1ccc(N=Cc2c(O)[nH]c3ccccc23)cc1,u,6%,7%
COC(=O)C1=CN(Cc2ccc(OC)c(OC)c2)C=C(C(=O)OC)C1c1ccc(F)cc1,u,x,u
O=C(NCc1ccccc1)c1ccc(Cl)c(NC2=NC3CS(=O)(=O)CC3S2)c1 (stereo not drawn),-4%,x,-10%
Cc1ccc(-n2nc(CO)c(C(=O)NCc3ccccn3)n2)cc1C,u,5%,x
Cn1c(N)c(C(=O)COC(=O)CCCc2c[nH]c3ccccc23)c(=O)n(C)c1=O,u,7%,-16%
Cc1ccccc1Nc1scc(-c2ccc(Br)cc2)[n+]1-c1ccccc1C,29µM*,3%,-10%
Cc1ccc(NC(=O)COC(=O)c2cccc3c(=O)c(C)c(-c4ccccc4)oc23)cc1,-8%,4%,7%
CCOC(=O)COc1ccc([N+](=O)[O-])cc1,-6%,1%,1%
O=C(/C=C/c1cccc(F)c1)N1CCN(c2ncccn2)CC1,-19%,0%,-2%
CCn1c(SCC(=O)N2CCCC2=O)nnc1-c1cccs1,0%,2%[56.1 µM],x
CN1CCN(Cc2nc3ccccc3c(=O)n2Cc2nc(-c3ccc([N+](=O)[O-])cc3)cs2)CC1,5.8µM*,5%,-23%
CCOc1ccccc1Nc1nnc(SCC(=O)N(C)C2CCS(=O)(=O)C2)s1 (stereo not drawn),u,0%,x
Cc1ccc(S(=O)(=O)Cn2nnnc2C(CC(C)C)N2CCN(c3ccccc3)CC2)cc1 (stereo not drawn),u,4%,-10%
Nc1ncnc2c1ncn2CCNCCc1ccccc1,-1%,-1%,-3%
COc1cc2ccccc2cc1C(=O)OCc1nc2ccsc2c(=O)[nH]1,u,1%,x
Nc1ncnc2c1ncn2[C@@H]1O[C@H](COP(=O)(O)O)[C@@H](O)[C@H]1O,4%&-10%,7%,-10%&-8%
CC(C)c1ccc(NC(=O)CSc2nc(=O)n(CCCN3CCOCC3)c3c2CCCC3)cc1,u,x,-11%
CCOC(=O)c1ccccc1NC(=O)N1CCc2c(sc(C)c2CC)C1c1ccccc1 (stereo not drawn),16µM*,4%,x
O=[N+]([O-])c1ccc(N2CCN(C(=S)Nc3ccccc3)CC2)cc1,u,8%,8%

# Next section, starting with the last 4 of the part before.
SMILES,DT40 TDP1 no CPT,TDP1 block,N370S GC
Nc1ncnc2c1ncn2[C@@H]1O[C@H](COP(=O)(O)O)[C@@H](O)[C@H]1O,4%&-10%,7%,-10%&-8%
CC(C)c1ccc(NC(=O)CSc2nc(=O)n(CCCN3CCOCC3)c3c2CCCC3)cc1,u,x,-11%
CCOC(=O)c1ccccc1NC(=O)N1CCc2c(sc(C)c2CC)C1c1ccccc1 (stereo not drawn),16µM*,4%,x
O=[N+]([O-])c1ccc(N2CCN(C(=S)Nc3ccccc3)CC2)cc1,u,8%,8%
Cc1c(C#N)c(N)nc2c3c(sc12)NC(=O)CC3c1ccc(F)cc1 (stereo not drawn),-11%,3%,17%
CC(=O)c1ccc(NC(=O)Cn2nc(C)cc2C)cc1,4%,4%,7%
CCOC(=O)Cn1c(-c2ccccc2)nc2ccccc2c1=O,3%,-2%,13%
CCC1C(=O)N=C(SCC(=O)Nc2cccc3ccccc23)NC1=O (stereo not drawn),u,-1%,16%
COc1ccc2c(c1)c(CC(=O)Nc1ccccc1OC)c(C)n2C(=O)c1ccc(Cl)cc1,u,0%,7%
CCNc1ncc2nc(-c3cccs3)c(=O)n(Cc3cccs3)c2n1,-11%,x,10%
CCCCC(c1nnnn1CCOC)N1CCN(C)CC1 (stereo not drawn),-14%,0%,-1%
C/C(=N/Nc1ncc(Br)cn1)c1ccc(Br)cc1,u,2%,-5%
C=CCn1cnc2sc(C(=O)Nc3ccccc3OC)c(C)c2c1=O,-25%,-3%,9%
Cc1[nH]c2ccccc2c1-c1nc2ccccc2[nH]1,u,1%,-5%
